Screens deposited in PubChem BioAssay by several laboratories.
SKN-1 block = suppressors of acrylamide-induced Pgst-4::GFP reporter in worms, primary screen, SKN-1 inhibitor project, whole organism, uHTS, GFP/RFP fluorescence ratio, strain VP596; C. elegans VP596 Pgst-4::GFP/RFP ratio, 24 h; inhibition, % at 21.8 µM; actives 0.49% (n = 360,000); AID 624304, 2012;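 active = interference check ratio from 0.5 to 1.5 plus GFP to RFP signal ratio inhibition reaching or exceeding a fixed threshold, cut at about 30% in these data, passing the limit was not always enough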; note: some compounds called inactive have numbers as strong as hits
DNMT1 block = human DNMT1 methyltransferase inhibitors, primary screen, biochemical, molecular beacon, fluorescence, HinP1I cleavage, uHTS. actives 0.83% (n = 360,000). inhibition (reported as % activation of signal), % at 10 µM. DNA (cytosine-5)-methyltransferase 1 (Homo sapiens), P26358; in the data active = inhibition above about 50%
Scp-1 inhibitor = Scp-1 phosphatase inhibitors, primary screen, biochemical, colorimetric, uHTS; AID 493091, 2011; Carboxy-terminal domain RNA polymerase II polypeptide A small phosphatase 1 (Homo …; inhibition, % at 20 µM; actives 0.88% (n = 340,000); Recombinant Scp1, phosphopeptide, malachite green phosphate absorbance;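 active = inhibition above about 50% at 20 µM, limit read from the data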;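 note: plate controls were DMSO wells with enzyme for no effect and wells lacking enzyme for full effect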
Target sequence (Q9GZU7 76-261 limits assumed): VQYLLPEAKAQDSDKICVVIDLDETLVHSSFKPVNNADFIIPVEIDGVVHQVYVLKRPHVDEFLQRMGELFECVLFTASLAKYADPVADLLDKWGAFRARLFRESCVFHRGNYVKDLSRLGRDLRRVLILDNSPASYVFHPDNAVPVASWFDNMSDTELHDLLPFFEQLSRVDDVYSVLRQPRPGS
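Assay system: SCP-1 catalytic fragment, aa 76-261 | Buffer or medium: Tris acetate buffer pH 5.5 with MgCl2 and Tween-20 | Compound: One concentration, 20 µM, with 1.0% DMSO | Also added: Phospho 17-mer peptide substrate | Signal: Absorbance at 630 nm | Incubation: 45 min enzyme reaction at room temperature | Measure: % inhibition of SCP-1 phosphate liberation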
NadD inh = inhibitors of S. aureus NadD, primary screen, biochemical, colorimetric, uHTS. inhibition, % at 20 µM. actives 0.78% (n = 360,000). Nicotinate-nucleotide adenylyltransferase NadD (Staphylococcus aureus N315). AID 602399, 2012. purified NadD enzyme, colorimetric absorbance read-out; in the data active = inhibition above about 26%; note: some compounds past the cut are filed as inactive
SUMO1 PPI mod = modulators of SUMO1 protein-protein interactions, primary screen, biochemical, uHTS; Small ubiquitin-related modifier 1 (Homo sapiens), P63165; SUMO1 binding to a labelled peptide, TR-FRET, 1 h; inhibition, % at 20 µM; actives 0.33% (n = 360,000); AID 602429, 2012; in the data active = inhibition above about 37%
LMPTP block = LMPTP phosphatase inhibitors, primary screen, biochemical, fluorescence intensity, uHTS; actives 0.22% (n = 360,000); recombinant LMPTP-A, OMFP fluorogenic substrate; AID 651560, 2012; inhibition, % at 20 µM; Low molecular weight phosphotyrosine protein phosphatase (Homo sapiens), P24666;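 active = compounds that cut the enzyme signal by at least half of the control window in the single-dose screen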;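 note: plate controls were DMSO wells with enzyme plus substrate for no effect and substrate without enzyme for full effect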
Target sequence (P24666 whole entry, looked up): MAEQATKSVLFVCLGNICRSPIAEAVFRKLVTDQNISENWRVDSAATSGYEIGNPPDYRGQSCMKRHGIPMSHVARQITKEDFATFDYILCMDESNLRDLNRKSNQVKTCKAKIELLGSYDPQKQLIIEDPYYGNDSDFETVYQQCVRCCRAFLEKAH
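material = LMPTP-A | quantity = 0.625 nM enzyme | reagent = OMFP substrate, 400 µM final | buffer or medium = Bis-Tris pH 6.0, DTT, detergent | detection = endpoint fluorescence intensity from OMFP dephosphorylation | dosing = single 20 µM dose | read-out basis = % inhibition relative to no-enzyme and uninhibited control wells | control set = no-enzyme and uninhibited controls | timing = 50 min at room temperature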
TbMetRS inhib = T. brucei MetRS inhibitors, primary screen, biochemical, luminescence | purified T. brucei MetRS, ATP depletion, Kinase-Glo luminescence | methionyl-tRNA synthetase (Trypanosoma brucei brucei) | inhibition, % at 11.9 µM | actives 0.4% (n = 360,000);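 active = inhibition above a per-plate cutoff of the control wells' mean inhibition plus 3 SD, cut at about 5.5% in these data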;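 note: 0% = DMSO wells median and 100% = median of wells with control inhibitor compound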
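Measured by: Kinase-Glo luciferase luminescence reporting remaining unconsumed ATP. Material: purified T. brucei MetRS enzyme. Doses: 11.9 µM compound single dose, 0.9% DMSO. Medium: HEPES buffer containing pyrophosphatase, BSA, spermine, DTT. Times: 15 min preincubation, 2 h reaction, all 25 °C. Reagent: methionine, ATP and bulk E. coli tRNA.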
STEP inh = STEP phosphatase inhibitors, primary screen, biochemical, fluorescence intensity, uHTS | Tyrosine-protein phosphatase non-receptor type 5 (Homo sapiens), P54829 | recombinant STEP, OMFP fluorogenic substrate | inhibition, % at 20 µM | actives 0.25% (n = 360,000) | AID 588621, 2011;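 active = inhibition at 20 µM, scaled per plate between control wells, above about 37%, limit read from the data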;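 note: 0% = DMSO with enzyme and substrate and 100% = substrate only without enzyme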
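Material: STEP (striatal-enriched tyrosine phosphatase) enzyme, cell-free; Compound dosing: 20 µM single dose in 1% DMSO; Technique: fluorescence read at 480 nm ex / 540 nm em; Times: reaction 20 min, ambient temperature; Medium: 50 mM Bis-Tris pH 6.0 with 2.5 mM DTT and 0.005% Tween 20; Also added: OMFP at 25 µM.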
NRP1-CendR mod = modulators of CendR peptide binding to NRP-1, primary screen, biochemical, fluorescence polarization, uHTS; AID 602438, 2012; actives 0.85% (n = 360,000); inhibition, % at 25 µM; FAM-RPARPAR peptide binding to NRP-1; Neuropilin-1 (Homo sapiens), O14786;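 active = inhibition or corrected inhibition above about 18%, plus a signal ratio from 0.5 to 1.5, limit read from the data, passing the limit was not always enough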; note: strong numbers were not always called active
Neddyl block = inhibitors of cullin neddylation, primary screen, biochemical, TR-FRET, uHTS, NAE and Ubc12. NEDD8-conjugating enzyme Ubc12 (Homo sapiens) + NEDD8-activating enzyme E1 regulatory …. actives 0.58% (n = 360,000). calls only at 25 µM. AID 651699, 2012; in the data active = inhibition above about 36%
Target sequence (P61081 whole entry, looked up): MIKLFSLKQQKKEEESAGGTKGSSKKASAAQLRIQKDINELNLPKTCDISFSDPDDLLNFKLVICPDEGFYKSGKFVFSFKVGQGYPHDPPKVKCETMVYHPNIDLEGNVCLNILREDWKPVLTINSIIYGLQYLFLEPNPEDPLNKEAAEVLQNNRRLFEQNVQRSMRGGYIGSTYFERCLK
Target sequence (Q13564 whole entry, looked up): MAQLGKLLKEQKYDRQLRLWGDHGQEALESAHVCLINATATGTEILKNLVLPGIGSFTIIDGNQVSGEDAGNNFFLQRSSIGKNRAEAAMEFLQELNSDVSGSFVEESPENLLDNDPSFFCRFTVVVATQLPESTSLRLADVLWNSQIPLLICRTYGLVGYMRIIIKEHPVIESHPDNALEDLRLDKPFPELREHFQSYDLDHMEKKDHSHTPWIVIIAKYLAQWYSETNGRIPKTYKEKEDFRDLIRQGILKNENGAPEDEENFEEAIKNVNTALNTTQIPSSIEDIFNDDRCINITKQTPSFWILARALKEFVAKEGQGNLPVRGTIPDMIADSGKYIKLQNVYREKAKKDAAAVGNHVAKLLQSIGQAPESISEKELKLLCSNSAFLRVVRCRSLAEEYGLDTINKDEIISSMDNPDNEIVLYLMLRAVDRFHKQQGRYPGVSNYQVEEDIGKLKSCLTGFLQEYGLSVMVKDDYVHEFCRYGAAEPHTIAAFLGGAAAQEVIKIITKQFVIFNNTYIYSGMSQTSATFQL
The depositor's hits bear a star; i = inactive; . = not tested or not shown.

SMILES	SKN-1 block	DNMT1 block	Scp-1 inhibitor	NadD inh	SUMO1 PPI mod	LMPTP block	TbMetRS inhib	STEP inh	NRP1-CendR mod	Neddyl block
COC(=O)/C(=C(O)\C=C\c1ccccc1[N+](=O)[O-])c1nc2ccccc2[nH]1	16	-10	19	2	8	3.0	-0.5	0	0	i
CC(C)CC(NC(N)=O)C(=O)Nc1ccc(Oc2ccccc2)cc1 (centres undefined)	1	-7	-11	5	-1	0.3	-0.1	1	13	i
Cc1cc(C2=NNC(=NC3CCCCC3)SC2)c(C)n1-c1c(C)n(C)n(-c2ccccc2)c1=O	10	12	-2	15	0	4.4	-0.1	3	-16	i
C=CCNC(=O)c1onc(CSc2cccc3ccccc23)c1C(=O)O	4	8	-4	-6	12	-0.6	-0.2	0	2	i
Cn1c(=O)[nH]c(=O)c2c1nc(CN1CCOCC1)n2CCc1ccccc1	5	4	-3	2	-1	-1.5	0.2	1	3	i
COC(=O)c1ccccc1NC(=O)C1CCN(S(=O)(=O)c2cc(OC)ccc2OC)CC1	-5	-4	-19	-14	-1	-0.4	0.2	4	-9	i
Cc1ccc(NC(=O)CSc2nnc3ccccn23)cc1S(=O)(=O)N1CCOCC1	3	-1	-7	-3	1	-0.9	0.2	3	-15	i
CN(C)c1ccc(/C=N\S(=O)(=O)c2ccccc2)cc1	-3	6	-5	-1	0	-1.0	-0.1	1	-6	i
O=C(NCCO)NC(=S)c1ccccc1	7	0	-6	4	1	0.9	-0.2	12	-6	i
COC(=O)CN1C(=S)N(c2ccc(OC)cc2)C(=O)/C1=C/c1ccc(OC)cc1	-5	4	-18	-6	-15	1.0	-0.6	0	5	i
O=S(=O)(Nc1nc2ccc(Cl)cc2s1)c1cccs1	-13	-5	-6	12	12	1.9	1.2	7	-8	i
CC(=O)N1CCN(c2nnc(-c3ccc(C)cc3)c3ccccc23)CC1	-4	0	-12	-3	-5	-0.5	0.2	1	9	i
CCCSc1ccc([C@H]2N[C@@](C)(C(=O)OC)[C@H]3C(=O)N(C)C(=O)[C@@H]23)cc1OC	3	-2	0	0	-2	-0.8	-0.3	2	28*	i
Cc1cccc(Nc2nc(N)c(C#N)c(CC#N)c2C#N)c1	-1	-6	-8	-1	5	0.3	-0.5	5	-6	i
CCOc1cc(N2CCOCC2)c(OCC)cc1NC(=O)c1cc(S(=O)(=O)N2CCOCC2)ccc1F	-33	-1	-3	1	1	0.1	-0.3	-2	-3	i
COCC(C)N1CC(O)=C(c2nc(-c3ccc(Cl)cc3)cs2)C1=N (centres undefined)	0	-1	-2	2	-4	2.0	-0.7	1	20	i
CC(=O)Nc1ccc2sc(NC(=O)CN3CCOCC3)nc2c1	0	1	0	2	6	-0.7	-0.6	-1	12	i
O=C(C1CCCC1)N1CCCC(Nc2ccc(F)cc2)C1 (centres undefined)	-5	2	-5	-4	12	-1.6	-0.4	-2	-2	i
O=C(CSc1ccc2ccccc2c1)NCc1cccs1	8	1	-12	-5	-4	-0.1	-0.6	-4	3	i
Cc1cc(C)c(C)c(S(=O)(=O)N2CCN(Cc3nc4ccccc4[nH]3)CC2)c1C	-2	-9	-6	-5	-1	2.0	0.8	-1	-14	i
COc1cc(CCN(C(C)=O)C2C(=O)Nc3ccccc3N=C2c2ccc3c(c2)OCO3)cc(OC)c1 (centres undefined)	5	-2	.	-7	0	-0.7	-0.2	1	10	i
Cc1sc(NC(=O)CSc2nnc(CCNC(=O)c3cccs3)n2C)nc1-c1ccccc1	-11	-1	-8	1	0	-0.4	-0.1	6	-9	i
Cn1c(=O)n(C)c2cc([N+](=O)[O-])c(N3CCN(S(=O)(=O)c4ccc5ccccc5c4)CC3)cc21	4	-3	-9	0	-12	1.1	-1.0	-2	-5	i
CCc1cc(Cn2nc(-c3ccccc3)cc2C(=O)O)on1	5	3	-5	-4	3	-0.9	-0.3	0	6	i
CCOC(=O)C1(CCOC)CCN(Cc2ccccc2-c2ccco2)CC1	-4	0	-2	7	-2	0.9	-0.4	-4	7	i
Cc1ccc2c(c1)C(c1ccccc1)N(C(=O)c1cc3ccccc3oc1=O)CC(=O)N2 (centres undefined)	-5	1	-7	-3	-4	-0.7	-0.3	-1	0	i
COc1ccc(CC(=O)Nc2cccc(Cl)c2C)cc1S(=O)(=O)N1CCOCC1	-2	6	1	-4	8	0.2	0.1	12	0	i
CCCCCCCCC(=O)NNC(=O)c1c(O)c2ccccc2n(CC)c1=O	-3	7	-10	3	0	-11	0.4	-2	10	i
O=C(O)c1ccccc1-c1nc2ccccc2c(=O)[nH]1	3	1	1	3	0	-2.3	-0.5	3	-7	i
COc1ccc(OC)c(Nc2ncnc3ccccc23)c1	-1	-3	3	3	-2	2.1	0.2	0	5	i
CCOC(=O)C1C(=O)OC(C)(C)C1C(C)C(=O)c1ccccc1 (centres undefined)	19	6	-13	0	-2	-1.2	-0.4	1	0	i
Cc1cc(Cl)c(S(=O)(=O)N2CCN(c3ccccn3)CC2)cc1OCC(=O)NC1CCCCC1	-4	-3	27	-1	0	5.0	-0.6	0	-4	i
OCCN1CCN(c2cc(-c3ccccc3)c3ccccc3n2)CC1	3	-2	-10	-7	-1	-1.8	0.3	2	19	i
CC(C)(C)NC(=O)Cn1c(SCC(N)=O)nc2ccccc21	-14	1	-3	3	-1	-0.5	-0.4	-2	2	i
Cc1cccc(N(CC(=O)NCCc2ccccc2)C(=O)c2csnn2)c1	4	0	-12	-2	5	-1.0	0.8	1	6	i
CC(C)n1nc(C(=O)Nc2ccc3c(c2)OCO3)c2ccccc2c1=O	-4	15	-10	0	-1	-0.3	-0.2	-1	5	i
COc1ccc(-c2nnc(SCC(=O)c3cccs3)o2)cc1	14	0	-13	-10	-5	0.2	0.1	2	13	i
N#Cc1cccc(C(=O)N(CCc2ccccc2)Cc2cccs2)c1	-4	0	-8	-3	0	0.5	0.2	2	2	i
COc1ccc([N+](=O)[O-])cc1/C=N/Nc1nc(N2CCCCC2)nc(N2CCCCC2)n1	7	-7	1	9	-3	3.0	0.8	2	1	i
Cc1ccc(S(=O)(=O)n2nc(-c3cccnc3)nc2N)cc1	-18	1	-8	-2	1	-1.4	-0.2	2	-3	i
CN1CCN(C(N)=NC(=O)c2ccccc2)CC1	-6	10	0	-2	-3	-1.4	-0.2	2	11	i
CC(C)c1ccccc1NC(=O)COC(=O)c1cccnc1	14	-1	1	4	4	0.0	-0.3	-2	-1	i
CCc1nc2c(OCc3ccccc3C(=O)OC)cccn2c1N(C)C(=O)c1cccc(OC)c1	1	1	.	3	2	-0.2	-0.1	-3	-7	i
COc1ccc(NS(=O)(=O)c2cccc(C(=O)N3CCN(Cc4cc(OC)ccc4OC)CC3)c2)cc1	-9	2	-6	-7	1	-0.6	-0.3	0	-9	i
Cn1cccc1C(=O)OCC(=O)Nc1ccc2[nH]c(=O)[nH]c2c1	0	-3	-9	6	10	-1.2	-0.3	-3	-1	i

Records listed above marked active in NRP1-CendR mod:
SMILES	SKN-1 block	DNMT1 block	Scp-1 inhibitor	NadD inh	SUMO1 PPI mod	LMPTP block	TbMetRS inhib	STEP inh	NRP1-CendR mod	Neddyl block
CCCSc1ccc([C@H]2N[C@@](C)(C(=O)OC)[C@H]3C(=O)N(C)C(=O)[C@@H]23)cc1OC	3	-2	0	0	-2	-0.8	-0.3	2	28*	i

More records follow:
SMILES	SKN-1 block	DNMT1 block	Scp-1 inhibitor	NadD inh	SUMO1 PPI mod	LMPTP block	TbMetRS inhib	STEP inh	NRP1-CendR mod	Neddyl block
CC1CN(C(=O)C2CCCN2S(=O)(=O)c2ccc(Cl)cc2)CC(C)O1 (centres undefined)	7	3	-4	6	-6	-1.6	2.0	-12	-3	i
Cc1ccc(CSc2sc(C(=O)c3ccccc3)c(N)c2C#N)cc1	24	-18	-10	6	10	2.6	0.6	19	-12	i
CCOC(=O)c1[nH]c(=O)[nH]c1CSc1ccccn1	15	-3	-9	-1	0	-0.9	-0.2	-2	-22	i
O=S(=O)(Nc1cccnc1)c1ccc2c(c1)OCCO2	5	2	1	-1	-1	-2.3	-0.4	-5	0	i
COc1ccc(OCC(O)CNC(=O)Nc2cc(C)cc(C)c2)cc1 (centres undefined)	-21	0	-14	-7	3	-0.1	0.2	2	9	i
Cn1nnnc1SCCNC/C=C/c1ccccc1	-4	0	-2	-2	0	-1.8	0.5	1	-4	i
CCc1cccc(NC(=O)Cn2ncn3c(cc4ccccc43)c2=O)c1	8	-20	-9	9	-1	0.0	4.2	0	-12	i
O=C(NCC(c1ccco1)N1CCCCC1)c1cnc(Cl)c(Cl)c1 (centres undefined)	-9	-3	0	-5	-3	2.5	-0.1	2	7	i
C[C@@H]1CN([C@H](C)CO)C(=O)c2cc(NC(=O)Nc3ccc(F)cc3)ccc2O[C@@H](C)CCCCO[C@H]1CN(C)S(=O)(=O)c1ccc(Cl)cc1	0	-34	.	23	4	1.6	-1.1	2	14	i
CC(=O)c1c(C)nc(-c2ccc(Cl)cc2)nc1N=CN(C)C	14	2	0	-1	4	1.5	-1.1	5	-12	i
Cc1ccc(OCCOCCn2cnc3ccccc3c2=O)c([N+](=O)[O-])c1	3	-1	-27	-1	-10	-1.7	-0.4	1	20	i
CC1(C)CC2(CCCN3C(=O)CSC32)CCS1 (centres undefined)	5	1	-2	-2	-3	-2.2	-1.3	-4	2	i

Retrieved one by one from the list above, 2 records:
SMILES	SKN-1 block	DNMT1 block	Scp-1 inhibitor	NadD inh	SUMO1 PPI mod	LMPTP block	TbMetRS inhib	STEP inh	NRP1-CendR mod	Neddyl block
OCCN1CCN(c2cc(-c3ccccc3)c3ccccc3n2)CC1	3	-2	-10	-7	-1	-1.8	0.3	2	19	i
CCc1cccc(NC(=O)Cn2ncn3c(cc4ccccc43)c2=O)c1	8	-20	-9	9	-1	0.0	4.2	0	-12	i
